KRASV12 cytotoxicity = cytotoxicity in KRAS-transformed pancreatic duct cells, primary screen, cell-based, fluorescence, HTS (AID 431); HPDE-C7K KRASV12 cells, Alamar Blue viability, 48 h; higher % means a stronger effect; cytotoxicity, % at 10 µM; hits with a dose series show EC50 in µM; actives 1.7% (n = 63,000);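 active = compounds whose percent cytotoxicity in the single-dose primary screen, scaled between solvent and toxic-drug controls, exceeds 50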;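 also: 0% = DMSO solvent wells and 100% = doxorubicin-treated wells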
Spn DPM-DC inh = S. pneumoniae DPM-DC inhibitors, primary screen, biochemical, PK/LDH-coupled NADH fluorescence; purified DPM-DC; actives 0.49% (n = 65,000); diphosphomevalonate decarboxylase (Streptococcus pneumoniae D39); calls only at 10 µM;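 active = the 320 compounds with the highest percent inhibition in the single-dose primary screen, excluding strongly autofluorescent ones, cut at about 32% in these data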;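 also: kinetic rate of NADH fluorescence loss reporting ADP formed by the decarboxylase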
Spn MK inh = S. pneumoniae MK inhibitors, primary screen, biochemical, PK/LDH-coupled NADH absorbance | purified MK, PK/LDH-coupled NADH absorbance 340 nm | inhibition, % at 10 µM | actives 0.48% (n = 65,000);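 active = ranked among the strongest by inhibition in the single 10 µM screen, a fixed top-ranked set picked for dose follow-up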; also: no value below 0 was filed
TNAP inhibition = human TNAP enzyme inhibitors, biochemical, luminescent (AID 518); inhibition, % at 20 µM; hits with a dose series show IC50 in µM; actives 0.09% (n = 64,000); purified TNAP enzyme, luminescent substrate readout; higher % means a stronger effect; in the data active = a potency from the dose series; inactive = the rest, 99 in 100 with inhibition below about 22%;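 also: plate controls were vehicle for no effect and reference inhibitor for full effect; many of its hits are not listed in these tables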
HT1080 viability = cytotoxicity in HT1080 fibrosarcoma cells, cell-based, fluorescence readout (AID 620) | HT1080 viability, fluorescence; higher % means a stronger effect | cytotoxicity, % at 10 µM; hits with a dose series show EC50 in µM | actives 0.42% (n = 87,000);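 also: cells exposed to compound overnight then 4 h with Alamar Blue; 0% = vehicle DMSO and 100% = killing control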
LYP inhibition = LYP phosphatase inhibitors, primary screen, biochemical, DiFMUP fluorescence, recombinant catalytic domain, 10 µM (AID 606) | recombinant LYP catalytic domain, DiFMUP fluorescence; higher % means a stronger effect | one-dose inhibition, % at 10 µM; IC50 in µM for titrated hits | 52,000 tested, under 10 active | Tyrosine-protein phosphatase non-receptor type 22 (Homo sapiens);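 active = IC50 under 40 µM in the dose-response test; inactive = IC50 of 40 µM or more, or never dose-tested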
PMK inhibit = S. pneumoniae PMK inhibitors, primary screen, biochemical, mevalonate pathway, pilot trial included; phosphomevalonate kinase (Streptococcus pneumoniae D39); purified PMK, PK/LDH-coupled NADH absorbance 340 nm; inhibition, % at 10 µM; actives 0.49% (n = 65,000); AID 539, 2006;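 active = top-ranked compounds by inhibition in the single 10 µM screen, taking a fixed number of the strongest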;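 also: 0% = full reaction with DMSO carrier and 100% = background rate without enzyme reaction; no value below 0 was filed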
HPDE-C7 cytotoxicity = cytotoxicity in HPDE-C7 cells, cell-based, fluorescence, HTS (AID 430); HPDE-C7 pancreatic duct cells viability, fluorescence; higher % means a stronger effect; actives 1.8% (n = 63,000); cytotoxicity, % at 10 µM; hits with a dose series show EC50 in µM;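 also: cells exposed to compound for 48 hours before viability readout; 0% = vehicle and 100% = reference cytotoxic drug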
Bfl-1 displacement = Bfl-1 inhibitors, primary screen, biochemical, fluorescence polarization, FITC-Bid, mouse (AID 432) | Bcl-2-related protein A1 (Mus musculus) | actives 0.02% (n = 64,000) | displacement, % at 20 µM, or IC50 in µM where a hit was titrated | FITC-Bid BH3 peptide fluorescence polarization displacement; higher % means a stronger effect; in the data active = a potency from the dose series; inactive = the rest, 99 in 100 with displacement below about 15%; also: strong numbers were not always called active
PMK inhibit pilot replicates = second read-out of PMK inhibit, no call of its own (marks repeat the call); inhibition, %; measured here: pilot screen replicates
Spn MK inh pilot replicates = also measured in Spn MK inh; calls as there; inhibition, %; measured here: pilot screen replicates
Spn DPM-DC inh pilot screen % = also measured in Spn DPM-DC inh; calls as there; inhibition, %; measured here: pilot screen trials
Numbers without * were called inactive; i = inactive; . = not tested or not shown. Rule as the data show it, unless noted: active = cytotoxicity above about 50%; inactive = the rest.

SMILES	KRASV12 cytotoxicity	Spn DPM-DC inh	Spn MK inh	TNAP inhibition	HT1080 viability	LYP inhibition	PMK inhibit	HPDE-C7 cytotoxicity	Bfl-1 displacement	others
O=C(NCc1nc2ccccc2[nH]1)c1ccc(S(=O)(=O)N2CCOCC2)cc1	-22%	i	8	10%	7%	.	0	-26%	-10%
Cc1cc(C)n(C(=O)COc2c(C)cccc2C)n1	-9%	i	5	14%	10%	8%	0	-13%	4%
O=C(O)c1ccc(CNc2ccccc2C(=O)O)cc1	.	i	1	12%	2%	-4%	4	.	9%
COC(=O)c1cn(NC(=O)C2CCCO2)c(=O)c2ccccc12 (centres undefined)	12%	i	0	23%	1%	-4%	10	11%	-5%	PMK inhibit pilot replicates=2.5;Spn MK inh pilot replicates=0.0;Spn DPM-DC inh pilot screen %=3.5
O=C(CCCSc1nc2ccccc2[nH]1)NCc1ccco1	.	i	0	11%	2%	.	20	.	-7%
Cc1cc(C)cc(NC(=O)C2CCCC2)c1	12%	i	5	7%	6%	7%	10	-2%	-3%
Cc1ccc2c(c1)N(CC(=O)NCc1cccs1)C(=O)CO2	4%	i	8	10%	3%	7%	14	4%	2%
Nc1cccc(C(=O)Nc2ccccc2Cl)c1	-4%	i	0	10%	17%	.	2	-4%	-2%
Cc1nc2sc(C(c3cccc(F)c3)N3CCC(C)CC3)c(O)n2n1 (centres undefined)	2%	i	7	19%	-3%	7%	23	6%	-5%	PMK inhibit pilot replicates=1.5;Spn MK inh pilot replicates=0.0;Spn DPM-DC inh pilot screen %=0.0
CCN(CC)CCNC(=O)Cc1c(C(=O)O)n(C)c2ccccc12	-12%	i	6	-2%	8%	-5%	14	-21%	-12%
O=C(COc1ccc(F)cc1)Nc1ccc(-n2cnnn2)cc1	-4%	i	5	6%	-1%	.	11	-2%	-1%	PMK inhibit pilot replicates=0.0;Spn MK inh pilot replicates=0.5;Spn DPM-DC inh pilot screen %=0.0
Cc1c(NC(=O)C23CC4CC(CC(C)(C4)C2)C3)c(=O)n(-c2ccccc2)n1C	7%	i	9	7%	-4%	.	7	-20%	-4%
COc1cc(NC(=O)CC(C)C)ccc1NC(=O)c1ccco1	0%	i	3	9%	9%	.	10	-17%	-6%	PMK inhibit pilot replicates=0.0;Spn MK inh pilot replicates=0.0;Spn DPM-DC inh pilot screen %=3.0
Cc1cc2ccccc2n2c(SCC(=O)N3CCN(C(=O)c4ccco4)CC3)nnc12	-17%	i	1	16%	19%	.	16	-18%	1%
C=CCn1c(NCc2ccccc2)nc2ccccc21	-3%	i	0	7%	-7%	3%	25*	-5%	-4%
COc1ccc(C2c3c(oc4ccc(Cl)cc4c3=O)C(=O)N2Cc2ccco2)cc1OC (centres undefined)	-8%	i	7	7%	-5%	-1%	4	-7%	-1%
O=C(Cn1cc(C(=O)c2cccs2)c2ccccc21)NCC1CCCO1 (centres undefined)	-7%	i	15	9%	-3%	-7%	14	1%	-12%
Cc1noc(C)c1CN1C(=O)NC2(CCCCCCC2)C1=O	-8%	i	4	9%	1%	11%	0	-22%	-6%
CC1CC(c2ccccc2)n2nc(N3C(=O)c4ccccc4C3=O)nc2N1 (centres undefined)	-2%	i	4	14%	-2%	-1%	0	-5%	5%
O=c1c2ccccc2nnn1CSc1nc2ccccc2c(=O)n1Cc1ccco1	4%	i	2	8%	-4%	.	0	13%	-1%
Cc1[nH]nc2c1C(c1ccc(-c3ccccc3C#N)o1)C(C#N)=C(N)O2 (centres undefined)	16µM*	i	9	12%	-10%	.	4	7.8µM*	-7%
CCCC1C2C(=O)N(c3ccccc3OC)C(=O)C2ON1c1ccccc1 (centres undefined)	-28%	i	2	17%	-3%	18%	8	-8%	-1%
O=C(CSc1nc2ccccc2o1)N1CCCC1	-26%	i	7	2%	-9%	3%	10	-3%	-1%
COc1ccc(C2C(C(=O)N3CCN(c4ccccc4)CC3)c3ccccc3C(=O)N2C)cc1 (centres undefined)	0%	i	6	2%	7%	10%	12	-10%	1%
O=C(CSc1ccccc1)NCc1cccnc1	-4%	i	11	16%	4%	5%	0	-9%	-3%
N#Cc1c2n(c3c(-c4ccccc4)ncnc13)CCC2	4%	.	2	-1%	13%	.	4	6%	-1%
Cc1ccccc1CS(=O)(=O)Cc1ccc(C(=O)NCc2ccco2)o1	-12%	i	3	12%	8%	.	20	0%	-3%
OC(C#CCN1CCOCC1)(c1ccccc1)C1CC1 (centres undefined)	.	i	7	6%	7%	8%	8	.	-3%
CCC(C)Nc1nc2c(c(=O)n(C)c(=O)n2C)n1Cc1ccc(Cl)cc1 (centres undefined)	-2%	i	2	1%	-12%	0%	3	1%	-4%
Cn1c(=O)c2cc(S(=O)(=O)NC(C(=O)Nc3cccnc3)c3ccccc3)ccc2n(C)c1=O (centres undefined)	-6%	i	3	5%	-11%	1%	5	-6%	-4%
CC(=O)N(C)c1ccc(OCC(O)COc2ccc(N(C)C(C)=O)cc2)cc1	-20%	i	12	4%	-2%	4%	11	-11%	4%
CN(c1cccc(NC(=O)CCSc2ccccc2)c1)S(C)(=O)=O	-3%	i	9	2%	1%	7%	10	-7%	-5%
O=C1CCc2cc(S(=O)(=O)N3CCN(c4cccc(C(F)(F)F)c4)CC3)ccc2N1	-6%	i	0	2%	7%	3%	14	-7%	-6%
Cc1ccc(N(CC(=O)NCc2ccco2)C(=O)CCC(=O)Nc2ccccn2)cc1C	5%	i	10	9%	-6%	9%	6	-6%	-3%
N#Cc1cn(-c2ccccc2)nc1-c1ccc2c(c1)OCCO2	15%	i	4	10%	1%	-4%	0	8%	-3%
CCCCn1nc(C(=O)NC2=NCCS2)c2ccccc2c1=O	-1%	i	2	15%	9%	8%	12	10%	-6%
O=C(NCc1ccco1)C(c1ccccc1)N(Cc1cccnc1)C(=O)Cn1nnc2ccccc21 (centres undefined)	-6%	i	4	-11%	-12%	-2%	12	-10%	3%
CN1CCN(S(=O)(=O)c2ccc(N(C)CC(=O)Nc3ccc(F)cc3)nc2)CC1	-12%	i	1	1%	-7%	14%	15	-6%	-11%
CC1CCN(C(=O)CN2C(=O)C(C)(C)Oc3ccc(C(=O)NC4CCCC4)cc32)CC1	6%	i	9	18%	3%	3%	12	-3%	-2%	PMK inhibit pilot replicates=2.5;Spn MK inh pilot replicates=0.0;Spn DPM-DC inh pilot screen %=0.0
CCn1cc(CNC(=O)c2cc(Cl)ccc2OC)c(C)n1	2%	i	9	7%	5%	-2%	6	-10%	-5%
COC(=O)C1=C(C)NC2=C(C(=O)CC(C)(C)C2)C1c1cccc(C)n1 (centres undefined)	-29%	.	0	4%	12%	16%	0	-24%	-7%
C=CCn1c(SCC(=O)Nc2cccc(C(=O)OC)c2)nnc1C(C)NC(=O)c1cccs1 (centres undefined)	-13%	i	5	5%	-1%	2%	14	-5%	-6%
Cc1cc(-n2c(C)cc(C(=O)CN3C(=O)NC4(CCCC4)C3=O)c2C)no1	-2%	i	8	2%	-7%	.	11	-3%	-10%
CCC(=O)N1CCc2cc(Br)cc(S(=O)(=O)NCC3CCCN3CC)c21 (centres undefined)	-10%	i	6	11%	-11%	.	0	-17%	6%
CCCCc1nc2ccccc2c(=O)n1NC(=O)c1c(O)c2cccc3c2n(c1=O)CC3	26%	i	0	14%	-5%	9%	4	27%	4%
O=C(NCCCn1ccnc1)c1cc(S(=O)(=O)N2CCOCC2)c(Cl)cc1Cl	-11%	i	12	7%	2%	7%	0	-10%	4%
CCOc1ccc(N2CC(C(=O)Nc3ncccc3C)CC2=O)cc1 (centres undefined)	-25%	i	5	9%	-6%	0%	1	-33%	-11%
CC(C)N(C(=O)CSc1nnc(NC(=O)C2CCC2)s1)C(C)C	0%	i	6	4%	3%	5%	11	-28%	12%	PMK inhibit pilot replicates=0.0;Spn MK inh pilot replicates=4.0;Spn DPM-DC inh pilot screen %=2.5
COc1ccc(C)cc1S(=O)(=O)Nc1ccc(F)c(Cl)c1	27%	i	2	1%	6%	-2%	4	22%	-5%

In the list so far, these contain a halogen:
SMILES	KRASV12 cytotoxicity	Spn DPM-DC inh	Spn MK inh	TNAP inhibition	HT1080 viability	LYP inhibition	PMK inhibit	HPDE-C7 cytotoxicity	Bfl-1 displacement	others
Nc1cccc(C(=O)Nc2ccccc2Cl)c1	-4%	i	0	10%	17%	.	2	-4%	-2%
Cc1nc2sc(C(c3cccc(F)c3)N3CCC(C)CC3)c(O)n2n1 (centres undefined)	2%	i	7	19%	-3%	7%	23	6%	-5%	PMK inhibit pilot replicates=1.5;Spn MK inh pilot replicates=0.0;Spn DPM-DC inh pilot screen %=0.0
O=C(COc1ccc(F)cc1)Nc1ccc(-n2cnnn2)cc1	-4%	i	5	6%	-1%	.	11	-2%	-1%	PMK inhibit pilot replicates=0.0;Spn MK inh pilot replicates=0.5;Spn DPM-DC inh pilot screen %=0.0
COc1ccc(C2c3c(oc4ccc(Cl)cc4c3=O)C(=O)N2Cc2ccco2)cc1OC (centres undefined)	-8%	i	7	7%	-5%	-1%	4	-7%	-1%
CCC(C)Nc1nc2c(c(=O)n(C)c(=O)n2C)n1Cc1ccc(Cl)cc1 (centres undefined)	-2%	i	2	1%	-12%	0%	3	1%	-4%
O=C1CCc2cc(S(=O)(=O)N3CCN(c4cccc(C(F)(F)F)c4)CC3)ccc2N1	-6%	i	0	2%	7%	3%	14	-7%	-6%
CN1CCN(S(=O)(=O)c2ccc(N(C)CC(=O)Nc3ccc(F)cc3)nc2)CC1	-12%	i	1	1%	-7%	14%	15	-6%	-11%
CCn1cc(CNC(=O)c2cc(Cl)ccc2OC)c(C)n1	2%	i	9	7%	5%	-2%	6	-10%	-5%
CCC(=O)N1CCc2cc(Br)cc(S(=O)(=O)NCC3CCCN3CC)c21 (centres undefined)	-10%	i	6	11%	-11%	.	0	-17%	6%
O=C(NCCCn1ccnc1)c1cc(S(=O)(=O)N2CCOCC2)c(Cl)cc1Cl	-11%	i	12	7%	2%	7%	0	-10%	4%
COc1ccc(C)cc1S(=O)(=O)Nc1ccc(F)c(Cl)c1	27%	i	2	1%	6%	-2%	4	22%	-5%

Rows are unselected; 3.5% or so of the library scored in one or more.
